# GASC-1 inh: inhibitors of GASC-1 histone demethylase, primary screen, biochemical, fluorescence, DELFIA europium; Lysine-specific demethylase 4C (Homo sapiens), Q9H3R0; GST-JMJD2C(1-420) H3K9me3 demethylation; inhibition, % at 2.35 µM; 330,000 compounds, 0.069% hits; AID 2099, 2009;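 active = more than half of a compound's replicate wells show inhibition beyond 50%, single wells judged on their own value; inconclusive = some, but no more than half, of replicates pass 50% inhibition; inactive = no replicate passes 50% inhibition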;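 note: signal counts dimethyl H3K9 product captured on neutravidin plate; 0% = median of DMSO wells and 100% = 0.3 times that DMSO median; strong numbers were not always called active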
# TPT1 inh: Candida albicans TPT1 enzyme inhibitors, primary screen, biochemical, fluorescence polarization | tRNA 2'-phosphotransferase TPT1 (Candida albicans SC5314) | recombinant caTPT1, FP RNA substrate dephosphorylation | inhibition, % at 5 µM | 300,000 compounds, 0.81% hits | AID 1962, 2009;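 active = inhibition above the mean of all tested compounds plus 3 SD, set per screening campaign, cut at about 24% in these data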;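 note: plate controls were DMSO alone for no effect and ferristatin control at 100 nM for full effect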
# PP5 primary: PP5 phosphatase inhibitors, primary screen, biochemical, fluorescence; purified PP5c, OMFP substrate fluorescence; inhibition, % at 6.7 µM; Serine/threonine-protein phosphatase 5 (Homo sapiens), P53041; 320,000 compounds, 0.18% hits; AID 1987, 2009;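 active = inhibition above the campaign's mean inhibition across all tested compounds plus 3 SD, cut at about 9.5% in these data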;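 note: 0% = DMSO only and 100% = 100 µM cantharidin control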
# PREPL inhibitor: PREPL enzyme inhibitors, primary screen, biochemical, fluorescence polarization; 320,000 compounds, 0.68% hits; Prolyl endopeptidase-like (Homo sapiens), Q4J6C6; inhibition, % at 5.96 µM; recombinant PREPL, fluorescence polarization activity-based probe; in the data active = inhibition above about 43%;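 note: 0% = enzyme with DMSO and 100% = wells lacking enzyme; many of its hits are not listed in these tables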
# Target sequence (Q4J6C6 whole entry, looked up): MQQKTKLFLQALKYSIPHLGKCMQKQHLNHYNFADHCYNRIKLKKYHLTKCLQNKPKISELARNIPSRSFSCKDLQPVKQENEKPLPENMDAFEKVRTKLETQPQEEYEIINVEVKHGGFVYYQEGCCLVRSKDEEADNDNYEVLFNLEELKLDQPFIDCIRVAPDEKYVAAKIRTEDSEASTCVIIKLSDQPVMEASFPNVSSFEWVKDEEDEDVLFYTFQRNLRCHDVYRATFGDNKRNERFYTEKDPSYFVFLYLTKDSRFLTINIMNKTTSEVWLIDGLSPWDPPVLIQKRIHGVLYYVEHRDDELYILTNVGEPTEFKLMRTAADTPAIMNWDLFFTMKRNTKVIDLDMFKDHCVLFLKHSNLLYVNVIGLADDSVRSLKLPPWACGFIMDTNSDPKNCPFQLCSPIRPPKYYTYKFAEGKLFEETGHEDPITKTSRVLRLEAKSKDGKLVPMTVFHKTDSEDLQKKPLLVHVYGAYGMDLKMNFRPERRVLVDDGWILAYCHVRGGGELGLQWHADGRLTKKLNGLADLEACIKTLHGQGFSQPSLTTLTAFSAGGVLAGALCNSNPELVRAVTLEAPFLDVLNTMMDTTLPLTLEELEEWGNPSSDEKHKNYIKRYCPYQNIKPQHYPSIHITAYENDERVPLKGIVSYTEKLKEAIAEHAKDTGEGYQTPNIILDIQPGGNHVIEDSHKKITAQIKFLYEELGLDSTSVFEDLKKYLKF
# CTSL1 counter: Fasciola hepatica cathepsin L1 inhibitors, primary screen, counter-screen for PFM18AAP inhibitor project, biochemical, QFRET, fluorogenic peptide substrate; recombinant F. hepatica cathepsin L1, Z-Leu-Arg-MCA fluorescence; inhibition, % at 5.96 µM; 300,000 compounds, 0.49% hits;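 active = inhibition above the mean of all tested compounds plus 3 SD, set per screening campaign, cut at about 17% in these data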;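 note: 0% = plate median of test compound wells and 100% = 1 µM Z-Phe-Ala-diazomethylketone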
# PP1 inh: PP1-alpha phosphatase inhibitors, primary screen, counter-screen for PP5 inhibitor project, biochemical, fluorescence, OMFP substrate, single point; Serine/threonine-protein phosphatase PP1-alpha catalytic subunit (Homo sapiens), P62136; purified PP1alpha; inhibition, % at 6.7 µM; 320,000 compounds, 0.9% hits; AID 2235, 2010;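 active = inhibition above the mean inhibition of all tested compounds plus 3 SD, computed separately for each screening campaign, cut at about 15% in these data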
# Target sequence (P62136 whole entry, looked up): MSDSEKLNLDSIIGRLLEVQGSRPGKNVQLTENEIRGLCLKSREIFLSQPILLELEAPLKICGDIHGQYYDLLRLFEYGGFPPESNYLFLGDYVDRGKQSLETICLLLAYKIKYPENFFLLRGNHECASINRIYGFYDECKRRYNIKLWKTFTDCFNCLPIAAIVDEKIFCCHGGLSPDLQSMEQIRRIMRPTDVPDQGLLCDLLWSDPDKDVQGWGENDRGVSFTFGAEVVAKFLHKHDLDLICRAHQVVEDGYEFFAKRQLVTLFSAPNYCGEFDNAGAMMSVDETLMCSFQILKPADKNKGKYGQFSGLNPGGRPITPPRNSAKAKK
# LYPLA2 inh: LYPLA2 inhibitors, primary screen, counter-screen for PME1 inhibitor project, biochemical, fluorescence polarization, FP-Rh probe ABPP; recombinant LYPLA2; inhibition, % at 5.9 µM; 320,000 compounds, 0.38% hits; AID 2177, 2009;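 active = inhibition above the screen-wide mean plus 3 SD, limit set per campaign, cut at about 26% in these data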;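 note: 0% = LYPLA2 with DMSO and 100% = wells lacking LYPLA2 enzyme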
# core dimer inh: inhibitors of HCV core protein dimerization, primary screen, biochemical, TR-FRET, high-throughput; inhibition, % at 5 µM; TR-FRET GST/Flag-core106 dimerization, 1536-well; 300,000 compounds, 0.33% hits;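 active = inhibition above the mean of all tested compounds plus 3 SD, set per screening campaign, cut at about 45% in these data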
#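 Assay system: Tagged HCV core106 pair (GST and Flag) | Buffer or medium: KF-containing HEPES buffer, pH 7.45, DTT, CHAPS, BSA | Also added: Eu donor and XL665 acceptor anti-tag antibodies | Dosing: One concentration, 5 µM, in 0.5% DMSO | Timing: 4 h at 22.5 °C | Technique: TR-FRET 671 and 617 nm emission | Repeats: Singlicate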
# Efflux pump inh: inhibitors of Candida efflux pumps in yeast, primary screen, S. cerevisiae, Nile Red, multiplex; S. cerevisiae Candida pump triplex; inhibition, % at 10 µM; 330,000 compounds, 0.44% hits; AID 485275, 2010;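 active = plate passing quality check with inhibition over a set limit, or well fluorescence over plate mean plus 4 SD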;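 note: Nile Red retained in pooled yeast measured as flow cytometry median fluorescence; 0% = buffer negative control and 100% = Enniatin B positive control; higher means more Nile Red kept so more efflux inhibition; some compounds called inactive have numbers as strong as hits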
# Active calls of the source: *; i = inactive; u = inconclusive; x = not tested or not shown; & = joins results of further samples. Some of the compounds tested (hit frequency here may not be typical).
SMILES,GASC-1 inh,TPT1 inh,PP5 primary,PREPL inhibitor,CTSL1 counter,PP1 inh,LYPLA2 inh,core dimer inh,Efflux pump inh
CCCCC(CC)CNC(=O)C1CCCN(S(=O)(=O)c2cnc[nH]2)C1 (stereo not given),3,-2,3.8,-4,0,-3,-4,0,0.3
O=C(Cn1nc(C(F)(F)F)c2c1CCC2)NCc1ccc(Cl)cc1,12,-2,0.7,-6,2,1,2,-2,-0.4
Cc1cc(C)cc(N(C(C)C(=O)Nc2c(C)n(C)n(-c3ccccc3)c2=O)S(C)(=O)=O)c1 (stereo not given),i,1,-2.0,-1,-3,1,-1,0,-0.1
O=[N+]([O-])c1cccc(N(CC(O)CN2CCCC2)S(=O)(=O)c2ccccc2)c1 (stereo not given),-1,3,3.1,0,-1,0,3,3,0.1
CCOc1ccc2nc(SCc3ccc(C(=O)OC)o3)[nH]c2c1,22,-7,0.2,1,1,2,-2,-3,-0.2
CCCCNC(=O)c1cn(CC)c2cc(N3CCN(C)CC3)c(F)cc2c1=O,3,0,-0.3,-3,1,-2,1,5,0.0
COc1ccccc1-c1sc2cc3c(cc2c1C#CC1(O)CCCCC1)OCO3,1,x,1.6,14,x,-5,-4,x,-0.3
CCn1c(C)nc2cc(C(=O)NNC(=S)Nc3ccccc3)ccc21,-13,5,-0.9,2,5,-3,-1,-3,0.1
OCC1(Cc2ccc(F)cc2)CCCN(CCCC(F)(F)F)C1 (stereo not given),-13,4,2.6,-5,-2,-6,2,-2,0.2
O=C(COc1ccc(Br)cc1)Nc1ccc(-c2nnc(-c3ccco3)o2)cc1,6,2,1.6,-2,1,1,-4,6,0.2
CC1(C)CC2CC(C)(CN2C(=O)c2cc(-c3ccc(F)cc3)on2)C1 (stereo not given),-10,-1,2.8,-3,2,0,1,6,0.0
O=C(CCN1C(=O)/C(=C/c2ccc(F)cc2)SC1=S)NNC(=O)c1cccnc1,5,2,0.3,-56,2,1,-3,5,-0.5
O=C(COc1ccccc1)NCC(c1ccco1)N1CCN(c2ccc(F)cc2)CC1 (stereo not given),u,-3,2.7,-96,4,-1,7,3,-0.1
CC(C)C(C(=O)Nc1nccs1)N1C(=O)c2ccccc2C1=O (stereo not given),-2,-3,1.6,-8,-1,-3,3,-1,0.1
Cc1cc(C)n(-c2c(F)c(F)c(CN3CCCCC3)c(F)c2F)n1,4,1,4.1,-10,-1,-6,3,1,-0.1
CCCCn1c(N)c(N(CC)C(=O)C2CCCC2)c(=O)[nH]c1=O,1,x,-2.2,6,x,-4,0,x,-0.1
CC(=O)Nc1ccccc1OCC(=O)c1cc(C)n(Cc2cccs2)c1C,4,-6,-0.8,-17,3,3,-5,5,-0.2
O=[N+]([O-])c1cc(/C=N/Nc2nc(N3CCOCC3)nc(N3CCOCC3)n2)ccc1Cl,-6,-2,3.2,4,4,-3,3,2,-0.1
CCOC(=O)CCCCC(=O)c1[nH]c(=O)[nH]c1CSc1nnc2c3ccccc3n(C(C)C)c2n1,7,0,3.0,4,4,2,-2,-5,0.5
Cc1ccc2nc(NC(=O)c3ccc(Cl)s3)sc2c1,-2,3,0.4,-6,-1,-6,-3,-14,0.0
O=C(CCn1cnnn1)Nc1ccc(F)cc1,12,-4,0.6,11,0,-2,1,-1,0.0
O=C(Nc1cc(C(=O)N2CCOCC2)cc(C(=O)N2CCOCC2)c1)c1cc(F)c(F)cc1Cl,-2&13,3,1.4,-4,-1,-2,-7,-2,0.1
CN(c1ccccc1)S(=O)(=O)c1ccc(NC(=O)C2CC2)cc1,27,1,2.8,-7,-2,-1,1,6,-0.3
CCc1ccccc1NC(=O)Cn1nnc(-c2cccs2)n1,2,4,1.5,3,-4,1,4,-1,-0.1
CC(C)C(=O)Nc1cccc(C(=O)N2CCCCC2C)c1 (stereo not given),4,2,-1.2,6,3,0,8,-2,0.0

# (listing goes on)
SMILES,GASC-1 inh,TPT1 inh,PP5 primary,PREPL inhibitor,CTSL1 counter,PP1 inh,LYPLA2 inh,core dimer inh,Efflux pump inh
COCCn1c(C)cc(/C=C2/NC(=O)N(c3cccc(Cl)c3)C2=O)c1C,3,8,4.7,16,13,-5,-5,-10,0.0
C(=N\N=C\c1cccs1)/c1cccs1,-12,2,-1.6,-10,-6,1,0,-1,-0.2
CCC1CCC(N2CCN(c3ccccc3F)CC2)CC1 (stereo not given),-10,-2,-0.9,-3,0,-1,-5,6,-0.1
CCOC(=O)C1=C(COC(=O)CNC(=O)c2cc(OC)c(OC)c(OC)c2)NC(=O)NC1C (stereo not given),82,1,-2.5,-1,-9,-5,1,1,0.0
COCCNC(=O)NC(=O)COC(=O)C12CC3CC(CC(NC(C)=O)(C3)C1)C2,-2,2,3.1,-7,-2,-3,2,-4,0.1
O=C(CCCN1C(=O)/C(=C\c2cccs2)SC1=S)Nc1cccc(C(=O)O)c1,19,2,1.9,-12,4,-2,11,-5,0.0
CCOc1ccc(-c2noc(COC)n2)cc1OC,2,0,0.9,-2,-1,0,4,-4,-0.1
O=S(=O)(c1ccc2c(c1)OCCO2)N1CCN(c2cccc(Cl)c2)CC1,15,3,3.0,-102,6,5,7,4,0.0
CC12CC3CC(C)(C1)CC(C(=O)NC1=NCCS1)(C3)C2,9,-3,3.1,-3,3,-1,0,2,0.0
CCCOc1ccc(Br)cc1/C=N/NC(=O)c1cc(OC)c(OC)c(OC)c1,-4,-4,0.7,-2,3,1,5,6,0.0
COc1cc(S(=O)(=O)N(Cc2ccc(C)cc2)Cc2ccco2)ccc1-n1cnnn1,4,-2,1.2,1,2,2,-2,3,0.1
CCCc1cc(C(=O)N2CCN(S(=O)(=O)c3ccc(OC)c(OC)c3)CC2)cs1,3,-1,-2.5,2,0,-4,8,3,0.2
CC(C(=O)N1CCN(Cc2ccc3c(c2)OCO3)CC1)c1ccc([N+](=O)[O-])cc1 (stereo not given),-4,0,1.5,8,18*,-3,8,-10,-0.1
COCCCN1C(=O)C(=O)/C(=C(/O)c2ccccc2)C1c1ccc2c(c1)OCO2 (stereo not given),4,4,2.1,2,4,-4,7,-1,0.0
Fc1ccc(-c2csc3ncnc(N4CCc5ccccc5C4)c23)cc1,8,-4,3.9,-20,2,3,1,1,0.2
COC(=O)c1sc(NC(=S)NC(=O)c2ccccc2F)nc1C,-8,2,2.8,6,1,-2,7,-2,0.0
Cc1ccc(C)c(N2CCN(C(=O)c3cc(S(=O)(=O)N4CCOCC4)ccc3F)CC2)c1,3,-2,-0.3,29,0,2,0,-3,0.0
CN(C(=O)CSc1nnc(Cc2cccc3ccccc23)n1N)C1CCS(=O)(=O)C1 (stereo not given),x,-4,0.7,4,-3,0,4,-6,-0.1
Cc1ccccc1-n1c(SCC(=O)N/N=C/c2ccccc2OCC(=O)O)nc2ccccc2c1=O,2,-1,1.3,3,0,-1,-1,12,0.1
CCCCCC(=O)Nc1nc(C)c(-c2csc(Nc3ccccc3OC)n2)s1,3,1,1.9,7,1,1,-2,4,0.0
COc1ccc(CNCCc2ccc([N+](=O)[O-])cc2)c(OC)c1OC,-6,1,3.9,13,-1,-1,6,1,0.2
CC(=O)Oc1ccc(C(=O)Nc2cc(C)on2)cc1,6,-6,-0.8,-2,-5,-2,-1,11,0.1
Cn1c(SCc2c(F)cccc2Cl)nnc1-c1cccs1,-9,-2,-0.4,7,-7,-2,-6,1,0.0
O=C(O)c1ccc(Cn2cc(C(F)(F)F)ccc2=O)cc1,-3,1,1.0,13,-3,-3,7,-6,0.0
COc1ccc(Cl)cc1C(=O)NN=C1CCCC1,-9,-2,0.9,-5,-2,-4,5,-2,0.0

# (cont.)
SMILES,GASC-1 inh,TPT1 inh,PP5 primary,PREPL inhibitor,CTSL1 counter,PP1 inh,LYPLA2 inh,core dimer inh,Efflux pump inh
Cc1ccc(C(=O)N2CCN(c3ccccc3)CC2)cc1S(=O)(=O)N1CCCC1,4,-2,0.3,27,2,0,-2,5,0.1
CN(C)S(=O)(=O)c1ccc(NC(=O)CN2C(=O)NC(Cc3ccccc3)C2=O)cc1 (stereo not given),-6,x,-0.7,21,x,-4,-2,x,0.0
CC(CN1C(C)CCCC1C)OC(=O)c1cccc(F)c1 (stereo not given),-1,0,2.7,1,-3,-5,-3,-18,0.0
CC(C)CCN1CCN(Cc2nc(-c3ccc(F)cc3)cs2)CC1CCO (stereo not given),2,-1,-1.4,27,-3,-2,0,-2,0.0
COc1ccc(-c2nc(-c3cccs3)c(-c3cccs3)[nH]2)cc1O,0,6,7.1,27,-2,1,-2,-11,0.3
CCOc1cc(CNCCc2ccc(S(N)(=O)=O)cc2)ccc1OCc1ccc(Cl)cc1,-5,-1,2.5,17,0,6,2,-14,0.0
COc1ccc(C)cc1S(=O)(=O)Nc1ccccc1,-2,-4,-0.1,3,-5,-2,2,-1,-0.1
c1ccc(-c2cc(-c3nnc4sc(-c5ccccn5)nn34)[nH]n2)cc1,-11,2,2.5,-12,-3,14,-5,16,-0.1
CCOC(=O)Cn1nc(C)c(NC(=O)CCc2ccccc2)c1C,3,-1,1.9,0,-1,2,3,1,0.0
Cc1ccccc1NC(=O)NC1(C(=O)NCC2CCCO2)CCCCC1 (stereo not given),17,0,1.6,-7,0,-5,3,3,-0.1
COC(=O)c1nc(Cl)c(Cl)c(N)c1Cl,14,-2,1.8,3,-3,-2,-1,-1,-0.1
COc1c(Cl)ccc(Cl)c1C(=O)NC(=O)Nc1nc(C)cc(C)n1,-1,0,-5.8,11,6,-7,-3,-4,-0.7
O=C(CCN1C(=O)c2ccccc2C1=O)Nc1ccc(S(=O)(=O)N2CCOCC2)cc1,2,7,-1.2,0,5,-3,6,0,-0.2
O=C(Cc1ccc(F)cc1)NC1CCCCCC1,-8,1,0.8,7,0,1,-1,4,-0.2
CC1CCN(c2cc(=O)n(C3CCCCC3)c(=O)[nH]2)CC1,-14,3,1.7,-4,5,1,-4,0,0.1
CCOc1ccc(-c2nnn(CC(=O)NCc3ccco3)n2)cc1OCC,-3,-3,3.0,-1,2,-3,3,-1,0.0
CN(C)C(CNC(=O)c1cccnc1Sc1ccccc1)c1ccco1 (stereo not given),-16,2,-1.7,-1,4,7,-2,0,-0.1
Cc1cc(C)c2cc(CN(CC3CCCO3)S(=O)(=O)c3ccc4c(c3)OCCO4)c(=O)[nH]c2c1 (stereo not given),5,1,6.5,12,7,-7,-5,6,0.5
COc1cc(OC)c(NS(=O)(=O)c2cc(C(=O)OCC(=O)NCC3CCCO3)ccc2OC)cc1Cl (stereo not given),-4,-1,1.7,-12,-5,-6,-14,5,0.7

# High-throughput results (PubChem)
